Source: PubChem
GLP1R cytotox: cytotoxic in the GLP-1 receptor inverse agonist counter-screen; HEK293 cAMP-luciferase reporter cells, luminescence, 24 h; Potency, µM (series often up to 38.3 µM), for the others: at the top dose activity change, negative = inhibition, actives largely listed as inhibitors; 410,000 tested, 0.13% active; AID 624418;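 further: loss of luciferase light is scored as toxicity; on the % scale 0 is the no-effect control and ±100 the full control effect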
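Quantitative HTS format, 1536 wells, 200 cells/uL seeded. Compounds: 23 nL, 24 h, 37 °C. Detection: luciferase reagent, luminescence at 12 min RT; decreased signal taken as cytotoxic.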
GLP1R ag: activates the human GLP-1 receptor. P43220. HEK293 GLP-1R CRE-luciferase, luminescence, 4-6 h; cells express a hypersensitive GLP-1R form. Potency, µM (doses to about 45.6 µM), for inactives: top-dose activation, hits mostly activators. 380,000 tested, 0.007% active. AID 624172; further: % of control where 0% means no effect
Target sequence (P43220 whole entry, looked up): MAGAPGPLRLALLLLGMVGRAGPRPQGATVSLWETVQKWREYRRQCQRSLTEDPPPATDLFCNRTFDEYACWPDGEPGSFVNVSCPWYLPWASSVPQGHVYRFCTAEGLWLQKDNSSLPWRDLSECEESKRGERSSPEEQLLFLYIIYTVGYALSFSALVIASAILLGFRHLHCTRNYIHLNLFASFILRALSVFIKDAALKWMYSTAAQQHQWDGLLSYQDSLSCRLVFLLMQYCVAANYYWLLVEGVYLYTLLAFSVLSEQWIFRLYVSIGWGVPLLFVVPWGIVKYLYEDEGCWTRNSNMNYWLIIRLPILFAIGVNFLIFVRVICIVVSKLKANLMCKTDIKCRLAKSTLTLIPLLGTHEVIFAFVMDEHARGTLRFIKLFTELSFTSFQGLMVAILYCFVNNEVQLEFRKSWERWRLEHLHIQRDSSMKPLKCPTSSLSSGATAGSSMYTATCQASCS
HT1080NT lethal: kills 2HG-producing HT-1080-NT fibrosarcoma cells. 360,000 tested, 1.6% active. Potency, µM (top dose mostly 46.1 µM), without a hit: at the top dose activity, negative = less viability, usual class: cytotoxic. HT-1080-NT fibrosarcoma viability, CellTiter-Glo ATP luminescence, 48 h;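 further: NT is the 2HG producing partner of a matched IDH1 knockdown line; 0% = DMSO-treated cells and -100% = media-only wells without cells; nearly all actives have a fitted effect of over 55% in size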
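HT-1080-NT fibrosarcoma cells (2HG-overproducing), 750 cells/well in RPMI with 5% FBS, dosed after 2 h and incubated 48 h at 37C. CellTiter-Glo luminescence normalized to DMSO and no-cell wells; concentration-response curves fitted and classed.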
KB-V1 cytotox: kills drug-selected multidrug resistant KB-V1 cells. 400,000 tested, 3.4% active. KB-V1 MDR cells viability, CellTiter-Glo, 72 h. AID 1347076. Potency, µM (top dose mostly 46.1 µM), inactives show top-dose activity change, negative = cytotoxicity, actives largely listed as cytotoxic; further: on the % scale 0 is the no-effect control and ±100 the full control effect; nearly all actives have a fitted effect of over 60% in size
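Drug-selected KB-V1 cells, grown in DMEM lacking phenol red with 10% FBS, receive compound titrations; after three days at 37 degrees C, surviving cell ATP is quantified by CellTiter-Glo luminescence and responses normalized and curve-fitted.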
KB-3-1 cytotox: kills parental KB-3-1 adenocarcinoma cells; KB-3-1 viability, CellTiter-Glo ATP luminescence, 72 h; AID 1347075; 400,000 tested, 1.4% active; Potency, µM (series often up to 46.1 µM), for the others: top-dose activity change, negative = cytotoxic, hits mostly cytotoxic; further: on the % scale 0 is the no-effect control and ±100 the full control effect; nearly all actives have a fitted effect of over 60% in size
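Viability of parental KB-3-1 cells, measured by CellTiter-Glo luminescence, followed a 72 h incubation at 37 °C with pinned compounds in phenol-red-free DMEM containing 10% FBS.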
SW480 rereplic: induces DNA re-replication in SW480 colon adenocarcinoma cells | SW480 DNA re-replication, Hoechst DNA content imaging, 48 h | Potency, µM (doses to about 46.1 µM), inactives show at the highest dose re-replication activation, usual class: activators | 340,000 tested, 1.8% active | AID 624297; further: % of control where 0% means no effect; nearly all actives have a fitted effect of over 55% in size
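First, 250 cells per well were seeded. Next, compound or vehicle (23 nL) was pinned in, plates sat 48 hr at 37 C. Finally Hoechst was added for 40 min before fluorescence scanning.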
GLP-1R inv ag: GLP-1 receptor (human) inverse agonism; P43220; HEK293 GLP-1R CRE-luciferase, luminescence, 24 h; GLP-1R form is constitutively active; Potency, µM (top dose mostly 38.3 µM), for the others: at the top dose activity change, negative = inhibition, actives largely listed as inhibitors; 410,000 tested, 1.6% active; AID 624417; further: on the % scale 0 is the no-effect control and ±100 the full control effect; nearly all actives have a fitted effect of over 55% in size
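HEK293 cells stably co-expressing a cAMP-responsive luciferase reporter and constitutively active GLP-1R were seeded, incubated 12 h, then exposed to compounds for 24 h at 37 C. Luminescence was read 12 min after detection reagent; inverse agonists lower signal.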
HT1080 IDH1KD tx: toxicity to HT-1080 IDH1 knockdown cells (counter line). 360,000 tested, 2% active. HT-1080 IDH1 knockdown viability, ATP luminescence, 48 h. Potency, µM (highest dose often 46.1 µM), without a hit: at the highest dose activity, negative = toxicity, actives largely listed as cytotoxic;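 further: 0% = DMSO wells and -100% = cell-free medium wells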
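Assay cells: HT-1080 with IDH1 knockdown, 750 per well, RPMI/5% FBS. Exposure: 48 h at 37 °C following 2 h pre-incubation. Read: CellTiter-Glo luminescence; fitted concentration-response, curve class assigned.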
TDP43 rescue: rescues yeast growth from TDP-43 toxicity; TDP-43 expressing yeast growth rescue, BacTiter-Glo, 24 h; Potency, µM (top dose mostly 46.1 µM), inactives show top-dose growth rescue (activation), actives largely listed as activators; 410,000 tested, 1.8% active; AID 652104; further: % of control where 0% means no effect; nearly all actives have a fitted effect of over 50% in size
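Luminescence from BacTiter-Glo reports growth of TDP-43-expressing yeast after 24 hr at 30 deg C with compound. Cells were raffinose-pregrown to mid-log, then seeded in galactose medium at OD600=0.02.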
Numbers without * were called inactive; ? = inconclusive; . = no result given; [ ] = remark or other dose. The call rests on the fitted dose curve; in most records, active means well fitted curve in the direction sought with a large enough effect; inconclusive means small, poorly fitted or top-dose-only effect, or another doubt; inactive means no such curve, though single readings can be large; an effect the other way counts as inactive or inconclusive. Potency means the concentration at half of the fitted maximal effect.

Start of the listing, in advance, 4 compounds:
Screens in order: GLP1R cytotox, GLP1R ag, HT1080NT lethal, KB-V1 cytotox, KB-3-1 cytotox, SW480 rereplic, GLP-1R inv ag, HT1080 IDH1KD tx, TDP43 rescue
> CCc1ccc(-c2cc(C)no2)cc1S(=O)(=O)Nc1cc(OC)c(OC)c(OC)c1
 : 3%, ., ., -2%, -15%, ., -5%, ., 12%
> Cc1c(NC(=O)COc2ccc3ccc(=O)oc3c2)c(=O)n(-c2ccccc2)n1C
 : 29%, 9%, 2%, -10%, -9%, -6%, 1%, 12%, -21%
> COc1ccc(N2CCN(C(C)=C3C(=O)c4ccccc4C3=O)CC2)cc1
 : 2%, -5%, 4%, 19%, -4%, 8%, 26%, 12%, 10%
> CSc1ccccc1NC(=O)CN(Cc1ccc(Cl)cc1)S(C)(=O)=O
 : -29%, -2%, -4%, -19%, -2%, 1%, ?, 1%, ?

The list itself, from the first entry:
Screens in order: GLP1R cytotox, GLP1R ag, HT1080NT lethal, KB-V1 cytotox, KB-3-1 cytotox, SW480 rereplic, GLP-1R inv ag, HT1080 IDH1KD tx, TDP43 rescue
> CCc1ccc(-c2cc(C)no2)cc1S(=O)(=O)Nc1cc(OC)c(OC)c(OC)c1
 : 3%, ., ., -2%, -15%, ., -5%, ., 12%
> Cc1c(NC(=O)COc2ccc3ccc(=O)oc3c2)c(=O)n(-c2ccccc2)n1C
 : 29%, 9%, 2%, -10%, -9%, -6%, 1%, 12%, -21%
> COc1ccc(N2CCN(C(C)=C3C(=O)c4ccccc4C3=O)CC2)cc1
 : 2%, -5%, 4%, 19%, -4%, 8%, 26%, 12%, 10%
> CSc1ccccc1NC(=O)CN(Cc1ccc(Cl)cc1)S(C)(=O)=O
 : -29%, -2%, -4%, -19%, -2%, 1%, ?, 1%, ?
> CC1(c2ccccc2)NC(=O)N(N)C1=O (configuration not stated)
 : -2%[7.66 µM], 0%, -1%, -1%, -7%, 3%, 29%[7.66 µM], ?, -9%[9.22 µM]
> O=C(COC(=O)c1ccccc1SCC(=O)N1CCCC1)NCc1ccccc1
 : 1%, 11%, -1%, 0%, 6%, 13%, -15%, -2%, 1%
> CCCCOc1ccc(/C=C/C(=O)OCC(=O)c2c(N)n(C)c(=O)n(C)c2=O)cc1OCC
 : 30%, 7%, 7%, 4%, 7%, -3%, 53%[activator], 0%, 21%
> O=S(=O)(Cc1ccccc1)N1CCC(N2CCN(c3ccccc3)CC2)CC1
 : 8%, -5%, -4%, 4%, 0%, -1%, 0%, -2%, -11%
> Cc1nc(C)n(CC(=O)N2CCCC(C(=O)c3ccc(Cl)cc3C)C2)n1 (configuration not stated)
 : 9%, -4%, -1%, -29%, 2%, -2%, -10%, -3%, -15%
> CC(C)c1ccc(N(C(=O)CNC(=O)c2ccco2)C(C(=O)NC2CCCC2)c2cccnc2)cc1 (configuration not stated)
 : 9%, -1%, 1%, -24%, 17%, -1%, 3%, 2%, -24%
> CCOc1cc2c(cc1OCC)C(c1ccc(F)cc1)NCC2 (configuration not stated)
 : -17%, 9%, 13%, -20%, 1%, -9%, -7%, 6%, 8%
> CS(=O)(=O)N(Cc1ccccc1)c1ccc(C(=O)Nc2ccc(C(N)=O)cc2)cc1
 : 0%, -6%, 6%, -15%, 3%, -2%, 21%, -1%, -6%
> C=CCn1c(CCNC(=O)c2ccccc2F)nnc1SCC(=O)Nc1nc2ccccc2s1
 : -2%, -7%, -1%, -4%, 1%, 8%, -1%, 14%, -22%
> COc1cc(NC(=S)NCCCN2CCOCC2)cc(OC)c1OC
 : -2%, 1%, 4%, 7%, 9%, -4%, 13%, 0%, -6%
> Cc1cc(/C=N/NC(N)=O)c(C)n1C1CCCCC1
 : -9%, -1%, -2%, 11%, -6%, 2%, 14%, 1%, -17%
> OC[C@H]1O[C@@H](n2cnc3c(NC4CCCC4)nc(Cl)nc32)[C@H](O)[C@@H]1O
 : -4%, 16%, -4%, -1%, 0%, 4%, 28%, 7%, 17%
> Nc1nc2c(ncn2[C@@H]2O[C@H](CNCc3ccc(OCCCN4CCOCC4)cc3)[C@@H](O)[C@H]2O)c(=O)[nH]1
 : 0%, -4%, 24%, 6%, 0%, ., 20%, 23%, 21%
> O=C(c1ccco1)N1CCN(CC(O)Cn2c3ccccc3c3ccccc32)CC1 (configuration not stated)
 : -14%, 8%, -30%, -23%, 16%, -7%, ?, ?, -1%
> CC(NC(=O)/C(=C\c1cccc([N+](=O)[O-])c1)NC(=O)c1ccco1)C(=O)O (configuration not stated)
 : -5%, -7%, 6%, -3%, 10%, -10%, 0%, -1%, -5%
> COc1ccc(CC(=O)NNC(=O)CN(C)S(=O)(=O)c2ccc(Cl)cc2)cc1OC
 : 1%, -1%, 0%, 14%, 5%, ?, -16%, -2%, 15%
> CCN(CCCNC(=O)c1cc2c(Cl)nc3ccccc3c2s1)Cc1ccccc1
 : -9%, 1%, ., 8%, 2%, ., ?, ., -14%
> O=C(Nc1cccc(C(F)(F)F)c1)C1CCCN(S(=O)(=O)c2cccc3nonc23)C1 (configuration not stated)
 : 12%, 0%, ., 2%, 15%, ., 10%, ., 14%
> Cc1cc(C)c2[nH]c(C(=O)Nc3ccc4c(c3)OCO4)cc2c1
 : -1%, -3%, 2%, 0%, 0%, 0%, ?, -23%, 0%
> COc1cc(-c2nnc(SCC(=O)Oc3ccccc3)o2)cc(OC)c1OC
 : 6%, ., ., 4%, 7%, ., 9%, ., 18%
> CCOc1ccc(OCc2cccc(C(=O)N/N=C/c3cccnc3)c2)cc1
 : 2%, 15%, -3%, -12%, -2%, 1%, -72%, -12%, 29%
> Cc1ccc2cc(C#N)c(N3CCCN(S(=O)(=O)c4ccc(F)cc4)CC3)nc2c1
 : -4%, 0%, 8%, -4%, -2%, 1%, 2%, 10%[9.24 µM], -12%
> COc1cc(NC(=O)CCc2nnc3ccc(N4CCN(c5cccc(OC)c5)CC4)nn23)cc(OC)c1
 : -16%, 7%, 1%, 15%, 0%, -29%, 10%, 3%, 9%
> COc1nccnc1NS(=O)(=O)c1ccc(N=Cc2c(C)[nH]n(-c3ccccc3)c2=O)cc1
 : 2%, 0%, 1%, 0%, -11%, 2%, 4%, -8%, -13%
> CN(C)c1ccc(-c2ccccc2)nn1
 : 6%, -11%, -14%, -12%, -7%, 0%[9.22 µM], -17%, -9%, -7%
> COC(=O)c1c(NC(=O)CC2Nc3cc(C)c(C)cc3NC2=O)sc(C)c1C (configuration not stated)
 : 168%[activator], -2%, 6%, ?, -1%, ?, -13%, 1%, -16%
> CCC(=O)Oc1cccc(C(=O)Nc2cccc(NC(=O)c3ccco3)c2)c1
 : -6%, 5%, -10%, -3%, -7%, -59%[inhibitor], ?, -18%, 0%
> CCCNC(=O)C(=O)NCCC1=CCCCC1
 : -2%, -2%, 17%, 27%, -1%, -8%, 2%, 13%, 13%
> CC(=O)NNS(=O)(=O)c1ccccc1[N+](=O)[O-]
 : 1%, -4%, 19%, -13%, -1%, 0%, 13%, 18%, -7%
> CCc1nn(-c2ccccc2)c2nc(-c3ccc(O)cc3)c3cc(OC)c(OC)cc3c12
 : 1%, ., ., ?, 3%, ., 7%, ., 14%
> O=C1CN(CCN2CC(=O)N(Cc3ccccc3)C(=O)C2)CC(=O)N1Cc1ccccc1
 : 2%, -4%, -5%, -9%, 6%, ., -1%, 0%, 0%
> Cc1cccc(C(=O)NC(C)C2CC3CCC2C3)c1 (configuration not stated)
 : -7%, 3%, 12%, 3%, 0%, -41%[inhibitor], ?, 2%, -10%
> CSc1ncccc1C(=O)Nc1cc(C)ccn1
 : -19%, -6%, 0%, 15%, 3%, ?, 0%, 13%, 8%
> O=C(NCc1ccco1)c1ccc2nccnc2c1
 : -4%, 1%, 18%, 6%, 15%, -13%, 9%, 22%, 17%
> COc1cc(CNCCCN2CCOCC2)c(Br)cc1OC(C)C
 : -11%, 3%, -11%, -14%, 2%, -5%, -28%, -11%, 12%
> O=C(CN1C(=O)CSc2ccccc21)NCCC1=CCCCC1
 : -19%, 17%, 7%, ?, -12%, -15%, -17%, 14%, 0%

Three compounds from above, ordered by the value under GLP1R ag, largest number first:
SMILES | GLP1R ag
O=C(CN1C(=O)CSc2ccccc21)NCCC1=CCCCC1 | 17%
CCC(=O)Oc1cccc(C(=O)Nc2cccc(NC(=O)c3ccco3)c2)c1 | 5%
COc1cc(CNCCCN2CCOCC2)c(Br)cc1OC(C)C | 3%

Going on with the list.
Screens in order: GLP1R cytotox, GLP1R ag, HT1080NT lethal, KB-V1 cytotox, KB-3-1 cytotox, SW480 rereplic, GLP-1R inv ag, HT1080 IDH1KD tx, TDP43 rescue
> CCN(CC(=O)Nc1ccc(NC(C)=O)cc1)C(=O)c1cc(C)on1
 : 12%, -10%, 0%, 9%, 19%, -2%, -2%, 5%, 7%
> COc1ccc(NC(=O)Nc2ccc3c(c2)CCC3)c(OC)c1
 : 1%, 8%, -19%, ?, 6%, -50%[inhibitor], 3%, 11%, 0%
> O=C(NCCN1CCC(n2c(=O)[nH]c3ccccc32)CC1)c1ccccc1
 : 4%, -4%, 7%, -3%, 11%, ., 14%, 0%, 1%
> CN(C)C1(CNC(=O)C2CCC(=O)N(CCc3ccc(Cl)cc3)C2)CCCCC1 (configuration not stated)
 : 2%, -10%, 5%, ., ., 3%, ?, -1%, 12%
> COC(=O)c1ccc2c(=O)n(CCCCCC(=O)NCCc3ccccc3)c(=O)[nH]c2c1
 : -9%, ., ., -3%, 7%, ., 34%[activator], ., -4%
> COC(=O)c1c(NC(=O)COC(=O)c2ccc(NC(=O)CC#N)cc2)sc2c1CCCCC2
 : 10%, 1%, -9%, -4%, 0%, -4%, ?, -14%, 0%
